Bioassay records as filed in PubChem.
KCC2 mod = KCC2 cotransporter modulators, thallium flux, primary screen, cell-based, HEK293 KCC2, FluoZin-2 fluorescence, MLSMR; Solute carrier family 12 member 5 (Homo sapiens), Q9H2X9; KCC2 cells, thallium flux FluoZin-2 fluorescence; B-score of Tl+ flux slope (higher = more flux/activation; lower = inhibition) at 10 µM; 190,000 compounds, 2.2% hits; AID 1456, 2008;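 active = thallium flux slope and its plate-corrected score both differing from the plate sample mean at a set confidence after two filtering rounds, in either direction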;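 note: slope of fluorescence scaled to starting intensity during 10 to 20 s after thallium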
PERK inhibitor = block of dimerizer-induced PERK translation repression, primary screen, PERK inhibitor project, CHO PERK-DD cells, SEAP luminescence, HTS | Eukaryotic translation initiation factor 2-alpha kinase 3 (Homo sapiens), Q9NZJ5 | CHO PERK-DD fusion, SEAP luminescence translation reporter | inhibition, % at 5.6 µM | 220,000 compounds, 0.17% hits | AID 1416, 2008;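 active = inhibition above the mean inhibition of all tested compounds plus 3 SD, set separately per screening campaign, cut at about 2.9% in these data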;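 note: PERK kinase domain activated by AP20187 dimerizer at 100 nM; 0% = DMSO with dimerizer and 100% = rapamycin at 8.4 µM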
Calpain2 inh = inhibitors of pig calpain II, primary screen, biochemical, fluorogenic peptide substrate, 1536-well; 220,000 compounds, 0.37% hits; inhibition, % at 16 µM; purified calpain II, 30 min;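 active = inhibition above about 50%, limit read from the data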
FXIa inh = human FXIa protease inhibitors, primary screen, biochemical, 1536-well. Coagulation factor XI (Homo sapiens), P03951. purified FXIa, Boc-Glu-Ala-Arg-AMC fluorogenic substrate. inhibition, % at 5 µM. 220,000 compounds, 0.14% hits. AID 798, 2007;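 active = inhibition of at least 40%; inactive = inhibition below 40%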;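 note: fluorescence of freed AMC excited at 355 nm; 0% = enzyme without compound and 100% = no enzyme blank; many of its hits are not listed in these tables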
Furin inh = human furin inhibitors, primary screen, biochemical, fluorescence intensity; purified furin, fluorogenic substrate cleavage; 220,000 compounds, 0.061% hits; inhibition, % at 30 µM; in the data active = inhibition above about 25%; note: inactives centre near -15
FXIIa inh 1536 = human FXIIa protease inhibitors, primary screen, biochemical, 1536-well; purified FXIIa, Boc-QGR-AMC fluorogenic substrate, 2 h; inhibition, % at 5 µM; 220,000 compounds, 0.3% hits; in the data active = inhibition above about 40%;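 note: 0% = enzyme with no compound and 100% = blank without enzyme; many of its hits are not listed in these tables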
Target sequence (P00748 20-372 limits assumed): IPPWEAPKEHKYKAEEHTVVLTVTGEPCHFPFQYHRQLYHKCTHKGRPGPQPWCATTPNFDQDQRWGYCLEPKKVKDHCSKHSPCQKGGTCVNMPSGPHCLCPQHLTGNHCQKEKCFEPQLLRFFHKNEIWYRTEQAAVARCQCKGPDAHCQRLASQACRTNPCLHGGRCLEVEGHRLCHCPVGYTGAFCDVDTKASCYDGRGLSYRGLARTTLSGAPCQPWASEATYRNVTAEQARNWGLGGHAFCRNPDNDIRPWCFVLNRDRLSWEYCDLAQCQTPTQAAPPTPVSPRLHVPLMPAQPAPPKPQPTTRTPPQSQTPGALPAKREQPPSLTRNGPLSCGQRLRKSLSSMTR
Target sequence (P00748 373-615 limits assumed): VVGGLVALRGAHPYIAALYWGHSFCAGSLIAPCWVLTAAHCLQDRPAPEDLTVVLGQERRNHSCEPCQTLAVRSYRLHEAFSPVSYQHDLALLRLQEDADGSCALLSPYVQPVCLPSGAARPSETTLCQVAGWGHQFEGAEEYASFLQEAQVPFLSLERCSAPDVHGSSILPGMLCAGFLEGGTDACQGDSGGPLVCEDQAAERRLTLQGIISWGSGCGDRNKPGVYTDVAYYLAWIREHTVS
Rad51 HR inh = human RAD51 strand exchange inhibitors, primary screen, biochemical, fluorescence; AID 1385, 2008; DNA repair protein RAD51 homolog 1 (Homo sapiens), Q06609; hRad51 DNA strand exchange, fluorescence dequenching; inhibition, % at 10 µM; 200,000 compounds, 0.085% hits;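 active = inhibition above 40% at the single screening dose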;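 note: 0% = DMSO control wells and 100% = blanks with heterologous ssDNA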
Target sequence (Q06609 whole entry, looked up): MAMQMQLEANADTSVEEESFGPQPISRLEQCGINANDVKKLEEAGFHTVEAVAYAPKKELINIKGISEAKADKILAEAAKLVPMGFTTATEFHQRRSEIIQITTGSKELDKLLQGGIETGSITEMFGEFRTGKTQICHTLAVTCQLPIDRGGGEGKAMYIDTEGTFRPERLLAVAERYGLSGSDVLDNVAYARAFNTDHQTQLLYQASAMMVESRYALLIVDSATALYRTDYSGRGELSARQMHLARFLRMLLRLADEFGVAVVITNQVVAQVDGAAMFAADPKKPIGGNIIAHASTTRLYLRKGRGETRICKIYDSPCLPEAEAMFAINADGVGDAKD
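Test system – preformed human Rad51 ssDNA filaments · Reagent – Donor/quencher-labelled 47-bp dsDNA substrate · Incubation – 37 °C 15-min filament assembly, 30-min compound preincubation, 15-min exchange · Signal – FRET fluorescence dequenching, excitation 485 nm, emission 520 nm · Read-out – percent inhibition from fluorescence, normalised to plate control and blank means · Benchmarks – plate control and blank wells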
KLK5 inh = human KLK5 protease inhibitors, primary screen, biochemical, 1536-well; Kallikrein-5 (Homo sapiens), Q9Y337; recombinant hK5, fluorogenic AMC substrate cleavage; inhibition, % at 5 µM; 210,000 compounds, 0.59% hits; AID 873, 2007;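 active = inhibition of 40% or more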;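 note: 0% = enzyme controls without compound and 100% = no-enzyme blanks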
thrombin 1536 = human alpha-thrombin inhibitors, primary screen, counter-screen for coagulation protease inhibitor project, biochemical, 1536-well, fluorogenic AMC substrate; AID 1046, 2008; Boc-VPR-AMC fluorogenic substrate cleavage; inhibition, % at 5 µM; 220,000 compounds, 0.26% hits; Prothrombin (Homo sapiens), P00734;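 active = inhibition at or above 40%; inactive = inhibition below 40%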;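 note: 0% = enzyme with no compound and 100% = wells without enzyme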
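Material: Human alpha-thrombin protein | Buffer or medium: pH 7.5 Tris-saline with Tween 20 | Reagent: Boc-VPR-AMC substrate, 15 µM final | Schedule: Reaction at ambient temperature | Detection: AMC fluorescence at 355 nm excitation and 460 nm emission | Evaluation: Percent inhibition scaled between no-compound controls and no-enzyme blanks | Controls: no-compound enzyme wells and no-enzyme blanks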
The depositor's hits bear a star; i = inactive; . = not tested or not shown; [ ] = remark or other dose.

SMILES | KCC2 mod | PERK inhibitor | Calpain2 inh | FXIa inh | Furin inh | FXIIa inh 1536 | Rad51 HR inh | KLK5 inh | thrombin 1536
Cc1cccc(N=Nc2c(C)[nH]n(-c3ccccc3)c2=O)c1 | 0.032 | 1.9 | -9 | 4 | -20 | 14 | -10 | 3 | 5
Cc1ccc(-c2noc(CCCC(=O)N3CCOCC3)n2)cc1 | 0.078 | -0.5 | -5 | 2 | -16 | 11 | 2 | -27 | 0
COc1ccc(-c2nnn(CC#N)n2)cc1OC | . | 1.0 | -13 | 1 | -22[20 µM] | 8 | 16 | -11 | 3
CCOc1ccc(NC(=O)c2ccco2)c([N+](=O)[O-])c1 | -0.24 | 0.0 | 28 | -6 | -14 | 2 | -5 | 23 | -1
COc1cc2ccccc2cc1C(=O)O | . | 0.2 | -42 | -17 | -33[20 µM] | 11 | 2 | 3 | -4
OCCC1CN(Cc2cc3c(cc2Cl)OCO3)CCN1C1CCCC1 (centres undefined) | . | 0.0 | 0 | -1 | -33 | 6 | . | . | 2
CCOC(=O)Cc1nnc(NC(=O)CSc2ncc(-c3ccccc3)nn2)s1 | -0.26 | 0.9 | 12 | -6 | -5 | 1 | 15 | -15 | 1
Cc1[nH]c2ccccc2c1C(=O)CSC(=S)N(C)C | 0.01 | 0.3 | -1 | -1 | -11 | 5 | -2 | -17 | -2
COc1cc(CN(C(=S)NCC(=O)O)C2CCCC2)cc(OC)c1OC | 0.28 | 0.4 | -16 | -2 | -22 | 4 | 1 | -2 | -5
O=C(CC1C(=O)NCCN1C(=S)Nc1ccccc1)Nc1ccc(F)cc1 (centres undefined) | 0.51 | 1.0 | -6 | 2 | -16 | 8 | -1 | -6 | 2
O=C1C2CC=C(Cl)CC2C(=O)N1CCc1ccccc1 (centres undefined) | -0.88 | 0.0 | -87 | -7 | -13[20 µM] | 9 | 2 | -15 | -8
COc1ccc(CNC(=O)c2cc(-c3ccccc3O)n[nH]2)cc1 | -1.2 | 0.1 | -2 | 5 | -19 | 25 | -10 | -5 | 5
O=C(/C=C/c1cccc([N+](=O)[O-])c1)N(c1ccccn1)c1ccccn1 | -0.071 | 0.6 | -13 | -4 | -21 | 3 | . | -3 | -11
CN(C)c1ccc(S(=O)(=O)NCC(=O)OCC(=O)Nc2cccc(Cl)c2)cc1[N+](=O)[O-] | 0.78 | 0.1 | 39 | -1 | -4 | 2 | . | -6 | -2
Cc1ccc(-c2nnc(Nc3ccc(CC(N)=O)cc3)c3ccccc23)cc1 | . | 0.6 | 7 | 3 | -12[20 µM] | 13 | 2 | -5 | 6
CCOC(=O)c1c(C)oc2c1c(C(c1ccncc1)N1CCOCC1)c(O)c1ccccc12 (centres undefined) | . | -0.7 | -113 | -4 | -15[20 µM] | -2 | -4 | -11 | -8
COC(=O)[C@H](C)NC(=O)Nc1cc(Cl)ccc1C | . | -0.7 | -23 | -4 | 3[20 µM] | 2 | 6 | -3 | -5
O=C(OCn1nnc2ccccc2c1=O)c1cn(-c2ccccc2)nc1-c1cccnc1 | -0.82 | -1.5 | 16 | 5 | -10 | 19 | 0 | 9 | 2
COc1ccc(CNC(=O)CCNS(=O)(=O)c2ccc(Cl)cc2)cc1 | -1.2 | -0.7 | 23 | -3 | -18 | 4 | 0 | -2 | 15
CCOc1ccc(NC(=O)CN(C)CC(=O)Nc2ccc(F)c(F)c2F)cc1OCC | -0.083 | -0.3 | -25 | 3 | -33 | 3 | . | -2 | -4
NS(=O)(=O)c1ccc(CCNC(=O)CSc2nc3ccsc3c(=O)n2CC(=O)O)cc1 | 0.75 | 1.1 | 2 | 2 | -5 | 12 | -1 | -7 | -2
CCN(CC)C(=O)CN(c1ccc2c(c1)OCO2)S(C)(=O)=O | -0.41 | -1.1 | -27 | -2 | -17[20 µM] | -5 | 5 | -17 | -6
COc1ccc(NC2=C(C)C(=O)CC2)cc1 | 0.27 | 0.4 | 8 | -6 | -18 | 6 | . | -5 | -4
CCOc1ncccc1C(=O)OCC(=O)Nc1cc(S(=O)(=O)N2CCOCC2)ccc1C | 1.3 | -0.5 | 12 | 31 | -6 | 4 | . | 5 | -3
C=CCNC(=S)NC1CC(C)(C)NC(C)(C)C1 | 0.00067 | -0.4 | 12 | -9 | -13 | -5 | -10 | -19 | -4
New compounds follow.
SMILES | KCC2 mod | PERK inhibitor | Calpain2 inh | FXIa inh | Furin inh | FXIIa inh 1536 | Rad51 HR inh | KLK5 inh | thrombin 1536
O=C(COC(=O)C1CCCCC1)Nc1ccc(S(=O)(=O)N2CCOCC2)cc1 | -0.24 | 0.4 | 0 | -9 | -9 | 5 | -2 | 0 | -3
Cc1ccc(-n2nc(CC#N)c(C#N)c2N)cc1 | -0.0098 | 0.5 | -25 | -9 | -15 | 3 | -2 | -10 | -11
O=C(CS(=O)(=O)c1c[nH]c2ccccc12)N1CCCCCC1 | 0.7 | -0.1 | 32 | 14 | -31 | 9 | 14 | -4 | -7
CCN1C(=O)C(CC(=O)NCCc2ccccc2)N(NC(=O)c2cccnc2)C1=S (centres undefined) | -1 | 0.9 | -29 | 0 | -25 | 9 | 7 | 4 | -5
O=[N+]([O-])c1cccn2cc(-c3ccc(Br)cc3)nc12 | . | 0.8 | 9 | 1 | -5 | 5 | . | -4 | 0
CC(C)COc1ccc(C(=O)CCN2CCCCC2)cc1 | -1.2 | 0.0 | 2 | 3 | -12 | 7 | -6 | 1 | -1
Cc1ccc(S(=O)(=O)N(CC(=O)NCc2ccco2)C2CCCCC2)cc1 | 0.83 | -1.7 | 34 | 2 | -14[20 µM] | 9 | 1 | 0 | 2
CC(=O)n1cc(/C=N/NC(=O)c2sc(C)nc2C)c2ccccc21 | -0.068 | 0.0 | 5 | 16 | -5[20 µM] | 20 | -5 | 5 | 10
CCOC(=O)c1nc(-c2ccccc2)sc1C(C)=O | -0.39 | 0.2 | -14 | -4 | -8 | 10 | -7 | -1 | 3
Cc1cc(C(F)F)n2nc(C(=O)Nc3sc4c(c3C(N)=O)CCC4)nc2n1 | 0.054 | -0.4 | 10 | -6 | -24 | -3 | -7 | -24 | -6
CCOC(=O)C(=O)C1C(=O)Nc2ccccc21 (centres undefined) | i | 1.7 | 7 | 4 | -4 | 9 | . | 2 | -1
CC(=O)N1C(=O)C2(C(C#N)=C(N)Oc3cc(C)oc(=O)c32)c2ccccc21 (centres undefined) | -0.34 | -0.4 | -18 | -7 | 10[20 µM] | 17 | -1 | -5 | 4
COC(=O)c1sc(S(=O)(=O)Nc2ccc(C)c(C)c2)c(C(=O)OC)c1C | 0.0086 | -0.3 | 10 | 6 | -5 | 10 | . | 2 | -3
COc1ccc(F)cc1S(=O)(=O)Nc1ccc(C)cc1 | 0.57 | 0.5 | 27 | -13 | -10[20 µM] | -7 | 9 | -10 | 2
COc1cc(C2C3=C(CCCC3=O)Nc3ccc4ncccc4c32)ccc1O (centres undefined) | -1.1 | 0.8 | 23 | 7 | -9 | 7 | -8 | 0 | -5
O=C(COc1ccccc1)Nc1ccc2c(c1)Cc1cc(NC(=O)COc3ccccc3)ccc1-2 | 0.33 | 0.7 | 36 | 2 | -21 | 13 | -4 | -11 | -7
Cc1ccc(NC(=O)c2ccc(CN3CCc4ccccc4C3)cc2)cc1 | -0.13 | -0.6 | 8 | -9 | -15[20 µM] | 1 | . | -4 | -7
C=CCN1c2ccccc2[C@]23C[C@@H](C(=O)OC)N(C(=O)c4cccs4)C2=NC(C(=O)OC)=C(C(=O)OC)[C@H]13 | -0.34 | . | -30 | 3 | -9 | 1 | 4 | -3 | -9
O=C(c1ccncc1)N1c2ccccc2Sc2ccccc21 | -2.2 | 0.1 | -16 | -4 | -20 | 2 | . | -4 | 0
CC(C)[C@H](NC(=O)c1ccco1)C(=O)OCC(=O)NC12CC3CC(CC(C3)C1)C2 | -0.71 | 0.2 | -10 | 0 | -14 | 10 | 5 | 1 | -9
Cc1ccc(N2C(=O)C3C4C=CC(CNC(=S)Nc5ccc(F)cc5)(O4)C3C2=O)cc1 (centres undefined) | 0.32 | 0.1 | 11 | -2 | -3 | 6 | -3 | -19 | -9
Cc1ccc(C(=O)Nc2ccc(Cl)cn2)cc1 | . | 0.9 | 21 | -5 | -11 | -2 | 1 | 0 | -3
O=C(NCc1ccccn1)C1CCCN(S(=O)(=O)c2ccccc2)C1 (centres undefined) | -0.36 | 0.3 | 9 | 2 | -19[20 µM] | 16 | 8 | -2 | 5
CCOc1nc(-c2ccc(OC)cc2)ccc1-c1noc(-c2cc(OC)c(OC)c(OC)c2)n1 | 0.095 | 0.3 | -241 | -9 | -27 | -14 | -15 | -4 | -8
C=CCNc1ncnc2c1ncn2C1OC(CO)C(O)C1O (centres undefined) | 0.61 | 3.0* | -20 | -3 | -28 | 5 | 3 | 3 | -2
Carrying on.
SMILES | KCC2 mod | PERK inhibitor | Calpain2 inh | FXIa inh | Furin inh | FXIIa inh 1536 | Rad51 HR inh | KLK5 inh | thrombin 1536
COc1ccc(C2CC(C(F)(F)F)n3ncc(C(=O)Nc4cccc(O)c4)c3N2)cc1OC (centres undefined) | . | 0.3 | 2 | 12 | -2 | 23 | -4 | 24 | 22
COCCNC(=S)Nc1ccccn1 | 1.1 | 2.8 | 0 | -1 | -5 | 3 | 23 | -1 | -4
CCOC(=O)CCc1c(C)c2ccc(OCc3cc([N+](=O)[O-])ccc3OC)c(C)c2oc1=O | -0.13 | 0.3 | -21 | 7 | -16 | 2 | 2 | -15 | -3
Cc1ccc(-c2nnc(N3CCN(C(=O)CN4C(=O)c5ccccc5C4=O)CC3)c3ccccc23)cc1 | -0.053 | 0.6 | . | . | -20[20 µM] | . | 1 | . | .
COc1ccc(NC(=S)NNC(=O)c2cccnc2)cc1OC | -0.8 | -0.1 | -7 | -3 | -22 | 1 | -96 | -8 | 3
N#C/C(=C(/O)COC(=O)COc1ccc(Cl)cc1)c1nc2ccccc2[nH]1 | 0.016 | 1.1 | -17 | -1 | -22 | 8 | -41 | -39 | -9

Reprinted at random: 4 records from the list
SMILES | KCC2 mod | PERK inhibitor | Calpain2 inh | FXIa inh | Furin inh | FXIIa inh 1536 | Rad51 HR inh | KLK5 inh | thrombin 1536
COc1ccc(C2CC(C(F)(F)F)n3ncc(C(=O)Nc4cccc(O)c4)c3N2)cc1OC (centres undefined) | . | 0.3 | 2 | 12 | -2 | 23 | -4 | 24 | 22
COc1ccc(NC(=S)NNC(=O)c2cccnc2)cc1OC | -0.8 | -0.1 | -7 | -3 | -22 | 1 | -96 | -8 | 3
Cc1ccc(-c2nnc(N3CCN(C(=O)CN4C(=O)c5ccccc5C4=O)CC3)c3ccccc23)cc1 | -0.053 | 0.6 | . | . | -20[20 µM] | . | 1 | . | .
COCCNC(=S)Nc1ccccn1 | 1.1 | 2.8 | 0 | -1 | -5 | 3 | 23 | -1 | -4

The list is partial, so the mix of outcomes need not match the whole.
